From PubChem
KDM5B inh = inhibitors of human KDM5B histone demethylase | Q9UGL1 | KDM5B demethylase, FDH-coupled NADH fluorescence (FDH is formaldehyde dehydrogenase) | Potency, µM (doses to about 57.7 µM), for inactives: at the top dose activity change, negative = inhibition, hits mostly inhibitors | actives 2.6% (n = 220,000); active = well fitted inhibition curve with a large enough effect; inconclusive = small, poorly fitted or top-dose-only effect; inactive = no such curve, though single readings can be large or run the other way; also: 0% is about no effect; nearly all actives have a fitted effect of over 70% in size
Target sequence (Q9UGL1 whole entry, looked up): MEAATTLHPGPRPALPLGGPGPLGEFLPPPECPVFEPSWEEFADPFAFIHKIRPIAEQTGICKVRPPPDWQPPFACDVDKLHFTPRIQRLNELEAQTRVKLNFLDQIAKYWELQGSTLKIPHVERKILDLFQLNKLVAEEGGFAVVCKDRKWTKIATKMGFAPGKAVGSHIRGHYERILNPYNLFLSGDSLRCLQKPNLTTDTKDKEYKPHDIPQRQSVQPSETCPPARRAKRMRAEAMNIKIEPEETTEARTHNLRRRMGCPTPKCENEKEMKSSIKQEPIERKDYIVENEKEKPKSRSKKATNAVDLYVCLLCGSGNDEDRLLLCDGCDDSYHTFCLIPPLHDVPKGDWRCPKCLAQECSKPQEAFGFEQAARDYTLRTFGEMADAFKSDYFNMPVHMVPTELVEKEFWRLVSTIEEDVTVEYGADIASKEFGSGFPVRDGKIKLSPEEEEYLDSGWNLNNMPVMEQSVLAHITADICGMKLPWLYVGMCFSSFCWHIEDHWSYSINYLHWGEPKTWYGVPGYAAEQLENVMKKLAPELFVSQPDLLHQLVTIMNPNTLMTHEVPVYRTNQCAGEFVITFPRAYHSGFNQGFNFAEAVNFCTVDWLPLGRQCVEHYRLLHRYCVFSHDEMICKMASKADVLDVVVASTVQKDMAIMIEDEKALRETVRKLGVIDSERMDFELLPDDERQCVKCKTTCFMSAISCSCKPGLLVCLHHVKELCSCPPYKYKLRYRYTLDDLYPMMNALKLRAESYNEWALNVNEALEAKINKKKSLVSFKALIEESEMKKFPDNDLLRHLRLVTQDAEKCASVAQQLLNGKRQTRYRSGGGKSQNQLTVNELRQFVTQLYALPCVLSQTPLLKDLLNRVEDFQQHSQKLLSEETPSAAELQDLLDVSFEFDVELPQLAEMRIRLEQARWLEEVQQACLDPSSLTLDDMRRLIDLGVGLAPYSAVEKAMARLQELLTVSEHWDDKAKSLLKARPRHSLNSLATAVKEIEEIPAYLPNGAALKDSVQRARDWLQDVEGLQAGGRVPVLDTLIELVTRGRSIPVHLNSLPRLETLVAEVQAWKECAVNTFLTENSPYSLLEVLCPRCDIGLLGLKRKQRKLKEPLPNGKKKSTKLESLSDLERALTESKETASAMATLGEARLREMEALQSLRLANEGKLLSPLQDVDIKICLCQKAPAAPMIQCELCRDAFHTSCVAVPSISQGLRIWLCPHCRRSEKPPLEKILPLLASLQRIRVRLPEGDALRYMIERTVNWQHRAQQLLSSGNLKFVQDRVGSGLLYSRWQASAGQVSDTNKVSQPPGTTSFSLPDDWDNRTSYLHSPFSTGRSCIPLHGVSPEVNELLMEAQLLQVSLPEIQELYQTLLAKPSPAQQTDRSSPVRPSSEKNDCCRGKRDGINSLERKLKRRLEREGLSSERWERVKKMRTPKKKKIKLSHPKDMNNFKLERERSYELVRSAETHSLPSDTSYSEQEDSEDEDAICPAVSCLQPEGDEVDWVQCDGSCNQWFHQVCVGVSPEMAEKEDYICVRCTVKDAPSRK
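Compound dilutions met 200 nM (final) KDM5BΔAP for 10 min at room temperature before substrate addition. The substrate mix held 12.5 µM H3K4me3 with cofactors 25 µM α-ketoglutarate and 50 µM Fe²⁺. NADH signal gain over 30 min defined activity.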
Active calls of the source: *; [ ] = dose if it differs, or a comment. Potency is read from the fitted curve at half-maximal effect. Not all compounds are listed. The share of hits here may be higher or lower than overall.

For CCCCNC(=O)CCN(CCCOC)C(=O)c1cc(C)oc1C the results were KDM5B inh -14%.
`Cc1ccc2oc(C(=O)N(C)CCOc3ccc(F)cc3)cc(=O)c2c1` gave KDM5B inh -7%.
For O=C(O)[C@H]1C[C@@H](C(=O)NCc2ccncc2)CN(C(=O)CC2CCCC2)C1 the results were KDM5B inh inconclusive.
Screening Cc1ccc(C2=NC3(CCN(C(=O)c4cccc(N(C)C)c4)CC3)ON2)cc1 returned KDM5B inh -18%.
For COC(=O)C1=C(C(=O)c2ccc(C)cc2)C(c2cccc(F)c2)n2nnnc2N1 (stereo not given) the results were KDM5B inh -9%.
Screening CCCCc1nn(CC(=O)N2CCCC2c2nc(C3CC3)no2)c(=O)n1CC (stereo not given) returned KDM5B inh -12%.
O=[N+]([O-])c1ccc(O)c(Nc2c([N+](=O)[O-])ccc3nonc23)c1 was read as KDM5B inh -15%.
Screening Cc1cc(NC(=O)COn2nnc3ccc(S(C)(=O)=O)cc32)ccc1Br returned KDM5B inh -5%.
CCn1cc(-c2ccncc2)cc1C(=O)N1CCOCC1 was read as KDM5B inh 0%.
`O=C(CCCc1nc(-c2ccco2)no1)Nc1ccccc1[N+](=O)[O-]` gave KDM5B inh inconclusive.
Screening CCN(CC)S(=O)(=O)c1ccc(Cl)c(NC(=O)CSc2nnc(C3CC3)n2C2CC2)c1 returned KDM5B inh 3%.
Screening O=C1CCC2(CCN(C(=O)c3ccccc3)CC2)CN1CC1CCCO1 (stereo not given) returned KDM5B inh -5%.
Screening Cc1ccc(Cn2nc(C)c(NC(=O)Nc3cccc(F)c3)c2C)cc1 returned KDM5B inh -1%.
For COc1ccc(CN2CCc3nc(N(C)C)[nH]c(=O)c3CC2)c(Cl)c1OC the results were KDM5B inh -7%.
For COc1ccc(NC(=O)N2CCN(S(=O)(=O)c3ccc4c(c3)NC(=O)C(C)O4)CC2)cc1 (stereo not given) the results were KDM5B inh 19%.

Continued; it opens with the 3 that closed the last part.
Screening Cc1ccc(Cn2nc(C)c(NC(=O)Nc3cccc(F)c3)c2C)cc1 returned KDM5B inh -1%.
For COc1ccc(CN2CCc3nc(N(C)C)[nH]c(=O)c3CC2)c(Cl)c1OC the results were KDM5B inh -7%.
For COc1ccc(NC(=O)N2CCN(S(=O)(=O)c3ccc4c(c3)NC(=O)C(C)O4)CC2)cc1 (stereo not given) the results were KDM5B inh 19%.
O=C(OCC(=O)N1CCCC1)c1cn(-c2ccccc2)nc1-c1ccc(F)cc1 was read as KDM5B inh -14%.
Screening COc1ccc(CC(O)CC2c3c(cc4c(c3OC)OCO4)CCN2C)cc1 (stereo not given) returned KDM5B inh -5%.
Screening CC(C)NC[C@H]1O[C@@H]2C[C@@H](CC(=O)N3CCOCC3)O[C@@H]2[C@@H]1O returned KDM5B inh 8%[86.2 µM].
For CN(C)C[C@@H]1CN(C)C[C@H]1NC(=O)c1ccccc1OC(F)(F)F the results were KDM5B inh 33%[activator].
`CN(NC1OC(=O)c2ccccc21)c1ncc(Cl)cc1C(F)(F)F` (stereo not given) gave KDM5B inh 6%.
CC(=O)NC1(C)CCN(Cc2ccc(-c3ccc([S+](C)(=O)[O-])cc3)cc2)C1 (stereo not given) was read as KDM5B inh inconclusive.
COc1ccc(C(=O)C2CCN(C(=O)Nc3ccc(C)cc3)CC2)cc1 was read as KDM5B inh -19%.
COc1ccc2[nH]c(C[C@@H]3C[C@@H](C(C)C)[C@H](CN)C=C3C)nc2n1 was read as KDM5B inh -28%[86.2 µM].
CCC(=O)N1CCc2c(sc3ncnc(N(C)Cc4ccccc4)c23)C1 was read as KDM5B inh inconclusive.
`CN(CC(=O)Nc1ccccc1Cl)S(=O)(=O)c1ccc(C(=O)N2CCOCC2)s1` gave KDM5B inh 7%.
For CCOc1ccccc1NC(=O)CN1Cc2ccccc2C1=O the results were KDM5B inh 3%.
CCOC(=O)c1ccc(N2C(=O)c3n[nH]c(C)c3C2c2ccc(OCC)cc2)cc1 (stereo not given) was read as KDM5B inh inconclusive.
`CCOC(=O)N1CCN(C(=O)c2cc3c(=O)n4ccccc4nc3s2)CC1` gave KDM5B inh inconclusive.
Screening CCCN(CC1CC1)C(=O)[C@@H]1CN(S(=O)(=O)CC)C[C@H]1c1ccncc1 returned KDM5B inh -8%.
`CCOCCOC1CCN(C(=O)Nc2ccccc2F)CC1` gave KDM5B inh -1%.
O=C(CSc1nccc(C(F)(F)F)n1)NC1CCCCCCC1 was read as KDM5B inh 7%.
Screening Cc1onc(C(=O)NN)c1-c1csc(COc2ccccc2)n1 returned KDM5B inh 26%.
`CC(C)c1ccc(OC(=O)c2cc(-c3ccc4c(c3)OCCO4)on2)cc1` gave KDM5B inh inconclusive.
`COc1ccc(/C=N/OCc2cccc(Br)c2)cc1OC` gave KDM5B inh -17%.
CC(C)N1C(=O)CO[C@H](c2ccc(NC(=O)C3CCOCC3)cc2)[C@H]1CO was read as KDM5B inh -4%[86.2 µM].
CC1(CNc2ccccc2)COc2ccc(C(=O)NCCc3ccccn3)cc2N1 (stereo not given) was read as KDM5B inh 22µM*.
Screening O=C(CSc1nnc(-c2ccccc2)o1)c1cccc([N+](=O)[O-])c1 returned KDM5B inh -11%.
`Cc1cc(SCC(=O)N(CCC#N)c2ccc(F)cc2)nc2ccccc12` gave KDM5B inh -3%.
For O=c1oc2cc(OCc3nn[nH]n3)ccc2cc1-c1ccc(F)cc1 the results were KDM5B inh -21%.
`C=CCn1c(-n2nc(CC)cc2CC)nc2c1c(=O)[nH]c(=O)n2C` gave KDM5B inh -7%.
Screening COCCN(Cc1nc(-c2cc3c(cc2Cl)OCO3)oc1C)C(C)C returned KDM5B inh 3%.
Screening CN1CCN(c2nc3c(s2)CN(C(=O)c2ccccc2)CC3)CC1 returned KDM5B inh -29%.
CCCC(=O)Oc1ccc2c(=O)c(-c3ccccc3OC)coc2c1 was read as KDM5B inh -18%.
Cc1ccc(-c2ccc(/C=N/n3cnnc3)o2)cc1 was read as KDM5B inh inconclusive.
For CCCCn1c(CCC(=O)NC(C)c2cc(C)ccc2OC)nc2c1c(=O)[nH]c(=O)n2CCCC (stereo not given) the results were KDM5B inh -1%.
For O=C(NCC1CCOCC1)Nc1ccc(Cl)cc1 the results were KDM5B inh -3%.
O=C(Nc1c(NCC2CCCCC2)c2ccccc2oc1=O)c1ccc2c(c1)OCO2 was read as KDM5B inh 7%.
`O=C(COc1cc2oc(=O)cc(-c3ccccc3)c2cc1Cl)NCc1ccccn1` gave KDM5B inh -17%.
Screening CCCNC(=O)Cn1nc2n(c1=O)CCCCC2 returned KDM5B inh -6%.
Screening CC(=O)N1CCC(NC2(Cc3cc(CN4CCOCC4)on3)COC2)CC1 returned KDM5B inh 11%[86.2 µM].
For CSc1nnc(-c2cc(Br)ccc2NC(C)=O)c(=O)[nH]1 the results were KDM5B inh 8%.
O=C(O)CSc1nnc(NC(=O)CN2CCOCC2)s1 was read as KDM5B inh 16%.
For CCO[C@H]1CN(C(=O)COc2ccc(Cl)cc2C)C[C@@H]1O the results were KDM5B inh -10%.
Screening CCOCCn1c(-n2nc(C)cc2C)nc2c1c(=O)n(CCOC)c(=O)n2C returned KDM5B inh 12%.
Screening COc1ccccc1CN1Cc2cc(NC(=O)c3ccc([N+](=O)[O-])cc3)ccc2OC(C)C1=O (stereo not given) returned KDM5B inh -9%.
For COc1ccc(-c2nc(-c3nonc3N)no2)cc1OC the results were KDM5B inh 17%.
`O=C(CC1CCCC1)NCCC(=O)N1CCCC1` gave KDM5B inh -16%.
For Cc1ccc(N(C)S(=O)(=O)c2ccc3[nH]cc(C(=O)O)c(=O)c3c2)cc1C the results were KDM5B inh -17%.
`COc1ccc(-c2cc(C(F)(F)F)nc(SCC(=O)N3CCC(C)CC3)n2)cc1` gave KDM5B inh inconclusive.
CC(=O)c1ccc(N2CCN(C(=O)C3CCN(S(=O)(=O)c4c(C)noc4/C=C/c4ccccc4F)CC3)CC2)cc1 was read as KDM5B inh -13%.
Screening O=C(c1n[nH]c(=O)c2ccccc12)N1CCN(C(=O)N2CC3CC(C2)[C@H]2CCCC(=O)N2C3)CC1 (stereo not given in full) returned KDM5B inh -13%.
COC(=O)c1ccc(CN2C(=O)[C@@H]3C[C@@H](O)CN3C3(CN(CC(C)C)C3)C2=O)cc1 was read as KDM5B inh -19%[86.2 µM].
Cc1cccc(C(=O)NCCC2CCN(C(=O)Nc3ccc(F)cc3)CC2)c1 was read as KDM5B inh 26%.
Screening CCOc1ccccc1N1CCN(CC(O)COCc2cccs2)CC1 (stereo not given) returned KDM5B inh -12%.
Screening CCN(Cc1cccc(F)c1)C(=O)C1CCCO1 (stereo not given) returned KDM5B inh 26%.
CNC(=O)[C@@H]1C[C@H](Oc2ccccc2)CN1C(=O)CCc1nc2ccccc2[nH]1 was read as KDM5B inh 4%.
Screening CCCN(CC(=O)Nc1cccc(S(N)(=O)=O)c1)CC(=O)Nc1ccc(F)c(F)c1F returned KDM5B inh -9%.
For COc1ccc2c(c1)c(C(C(=O)O)N1CCN(Cc3ccncc3)CC1)cn2CCC(=O)O (stereo not given) the results were KDM5B inh inconclusive.
For COc1ccc(NC(=O)N[C@@H]2C=C[C@@H](c3c(C)nn(-c4ccccn4)c3C)C2)cc1 the results were KDM5B inh inconclusive.
COc1ccc(NC(=O)N2CCc3c(C(=O)NC(C)C)cccc32)cc1 was read as KDM5B inh -2%.
`O=C1/C(=C/c2cccc([N+](=O)[O-])c2)CSc2ccc(Cl)cc21` gave KDM5B inh 25%.
`CCNC(=O)c1c2c(nc3ccccc13)C(=O)N(C1CCCCC1)C2` gave KDM5B inh inconclusive.
Cc1ccc(NC(=O)C(=O)NCC(c2ccc3c(c2)OCO3)N2CCN(C)CC2)c(C)c1 (stereo not given) was read as KDM5B inh -5%.
For O=C(Cn1cccc1-c1nc(-c2ccccc2)no1)Nc1ccc2c(c1)OCCO2 the results were KDM5B inh 13%.
`COc1ccc(-c2nn(-c3ccccc3C)cc2CN2CCCC(C)(O)C2)cc1F` (stereo not given) gave KDM5B inh 2%.
O=C(CCn1cnc2ccccc2c1=O)NCc1ccccc1 was read as KDM5B inh -20%.
COc1ccccc1C1Nc2c(sc3nc(C)cc(C)c23)C(=O)N1c1ccccc1 (stereo not given) was read as KDM5B inh 11%.
`Cn1c(CCNC(=O)C2CCCN(C(=O)c3ccccc3)CCC(=O)NCC2)nc2ccccc21` (stereo not given) gave KDM5B inh -19%.
Screening O=c1[nH]c2sc3c(c2c2nc(-c4ccncc4)nn12)CCCC3 returned KDM5B inh 19%.
CSc1ccc(/C=N/Nc2c(Cl)cc(Cl)cc2Cl)cc1 was read as KDM5B inh -28%.
For CC(=O)c1cccc(C(C)=O)n1 the results were KDM5B inh 21%.
Screening CCOc1ccc(/C=N/N=C/c2ccc(OCC)cc2)cc1 returned KDM5B inh 25%.
O=C(c1ccncc1)N1CCC(c2cc(-c3ccc(F)cc3)n[nH]2)CC1 was read as KDM5B inh -16%.
Screening Cc1cc(NC(=O)CCc2ncc(-c3ccccc3Cl)o2)no1 returned KDM5B inh 9%.
Screening O=C(O)C/C(=C/c1cccnc1)c1nc2ccccc2s1 returned KDM5B inh inconclusive.
COc1ccc(CNC(=O)c2cc3sccc3n2Cc2ccc(F)cc2)cc1 was read as KDM5B inh -43%.
CC1C/C(=N\O)C(C)CN1 (stereo not given) was read as KDM5B inh 11%.
`O=C(c1ccc(-c2ccccc2)cc1)N1C[C@@H]2C[C@H](C1)c1ccc(NS(=O)(=O)c3cccc(F)c3)c(=O)n1C2` gave KDM5B inh 1%.
`COCCNC(=O)CCCn1c(SCc2ccccc2Cl)nc2c(sc3ccccc32)c1=O` gave KDM5B inh -24%.
O=C(Nc1ccc(Cl)cc1Cl)c1cnn2ncccc12 was read as KDM5B inh 35µM*.
`COc1ccc(C(=O)c2ccc(Br)cc2)c2ccccc12` gave KDM5B inh -1%.
For Fc1ccc(CNC(=S)NCCc2ccccc2)cc1 the results were KDM5B inh -2%.
For Cc1ccc(C(=O)N2CCCC3(CC(Cc4ccccc4)=NO3)C2)cc1 (stereo not given) the results were KDM5B inh -15%.
`Cc1ccc2nc(-c3ccc(O)cc3)c(Nc3ccc(Cl)cc3)n2c1` gave KDM5B inh inconclusive.
Screening CC(=O)N(C1CC1)C1CCOC2(CCN(C(=O)CCCc3ccccc3)CC2)C1 (stereo not given) returned KDM5B inh 1%.
Screening O=C(c1ccccc1)N1CCC(N2CCCC2=O)CC1 returned KDM5B inh 29%[149 µM].

In the list so far, these contain an NH in an aromatic ring.
For COc1ccc(CN2CCc3nc(N(C)C)[nH]c(=O)c3CC2)c(Cl)c1OC the results were KDM5B inh -7%.
COc1ccc2[nH]c(C[C@@H]3C[C@@H](C(C)C)[C@H](CN)C=C3C)nc2n1 was read as KDM5B inh -28%[86.2 µM].
CCOC(=O)c1ccc(N2C(=O)c3n[nH]c(C)c3C2c2ccc(OCC)cc2)cc1 (stereo not given) was read as KDM5B inh inconclusive.
For O=c1oc2cc(OCc3nn[nH]n3)ccc2cc1-c1ccc(F)cc1 the results were KDM5B inh -21%.
`C=CCn1c(-n2nc(CC)cc2CC)nc2c1c(=O)[nH]c(=O)n2C` gave KDM5B inh -7%.
For CCCCn1c(CCC(=O)NC(C)c2cc(C)ccc2OC)nc2c1c(=O)[nH]c(=O)n2CCCC (stereo not given) the results were KDM5B inh -1%.
For CSc1nnc(-c2cc(Br)ccc2NC(C)=O)c(=O)[nH]1 the results were KDM5B inh 8%.
For Cc1ccc(N(C)S(=O)(=O)c2ccc3[nH]cc(C(=O)O)c(=O)c3c2)cc1C the results were KDM5B inh -17%.
Screening O=C(c1n[nH]c(=O)c2ccccc12)N1CCN(C(=O)N2CC3CC(C2)[C@H]2CCCC(=O)N2C3)CC1 (stereo not given in full) returned KDM5B inh -13%.
CNC(=O)[C@@H]1C[C@H](Oc2ccccc2)CN1C(=O)CCc1nc2ccccc2[nH]1 was read as KDM5B inh 4%.
Screening O=c1[nH]c2sc3c(c2c2nc(-c4ccncc4)nn12)CCCC3 returned KDM5B inh 19%.
O=C(c1ccncc1)N1CCC(c2cc(-c3ccc(F)cc3)n[nH]2)CC1 was read as KDM5B inh -16%.
